High-throughput results: PubChem BioAssay, several laboratories
STAT1 activator: activators of IFN-gamma induced STAT1 signaling; NIH 3T3 STAT1-luciferase reporter, luminescence; 100% = IFN-gamma alone, no compound; activation (% of control), % at 5.5 µM; actives 2.6% (n = 200,000); AID 932;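 active = activation above the screen-wide mean activation plus 3 SD, cut at about 130% in these data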;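 note: raw ratio to IFN-gamma control signal so 100% means no change and 0% no light; values of inactives mirror those of a sister screen read the other way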
STAT1 blocker: reduces IFN-gamma driven STAT1 reporter signal | NIH 3T3 STAT1-luciferase reporter, luminescence | inhibition, % at 5.5 µM | actives 0.35% (n = 200,000);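 active = inhibition above a set limit, the mean inhibition across all tested compounds plus 3 SD, cut at about 34% in these data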;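 note: 0% = IFN-gamma with DMSO and 100% = IFN-gamma with 300 µM nifuroxazide; values of inactives mirror those of a sister screen read the other way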
STAT3 blocker: reduces IL-6 driven STAT3 reporter signal; U3A cells, IL-6 STAT3-luciferase reporter, luminescence; host cell line lacks STAT1; actives 0.89% (n = 190,000); inhibition, % at 5.5 µM;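 active = inhibition above the mean inhibition across all screened compounds plus 3 SD, cut at about 44% in these data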;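 note: 0% = DMSO only wells and 100% = 100 µM nifuroxazide control wells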
NF-kB neuron act: compounds increasing NF-kB expression in human neuronal cells | fold change at 12.5 µM | NF-kB reporter expression; stronger effect = higher value | actives 1.6% (n = 190,000); in the data active = fold change above about 3.3
STAT3 act: STAT3 signaling activation; U3A cells, IL-6 STAT3-luciferase reporter, luminescence; 100% = signal with IL-6 EC80 alone; actives 0.91% (n = 190,000); activation (% of control), % at 5.6 µM;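 active = activation above the screen-wide mean of compound activation plus 3 SD, cut at about 130% in these data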;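 note: 0% = background luminescence of wells with medium and substrate only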
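Material: human STAT1-deficient U3A cells with stable STAT3-luciferase reporter / Probe or stimulus: IL-6 stimulus at 33 ng/mL final / Schedule: 1 h compound pre-exposure, 6 h IL-6 stimulation, 37 °C / Technique: luminescence / Read-out basis: percent of IL-6-only median luminescence / Control set: IL-6-only high control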
TLR4-MyD88 BLA: TLR4-MyD88 interaction inhibition in cells. O00206+Q99836. HeLa CL3-4 TLR4/MyD88 BLA complementation, FRET ratio. inhibition, % at 8.4 µM. actives 0.18% (n = 200,000). AID 861; in the data active = inhibition above about 25%;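 note: 0% = vehicle and 100% = reference inhibitor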
Target sequence (O00206 whole entry, looked up): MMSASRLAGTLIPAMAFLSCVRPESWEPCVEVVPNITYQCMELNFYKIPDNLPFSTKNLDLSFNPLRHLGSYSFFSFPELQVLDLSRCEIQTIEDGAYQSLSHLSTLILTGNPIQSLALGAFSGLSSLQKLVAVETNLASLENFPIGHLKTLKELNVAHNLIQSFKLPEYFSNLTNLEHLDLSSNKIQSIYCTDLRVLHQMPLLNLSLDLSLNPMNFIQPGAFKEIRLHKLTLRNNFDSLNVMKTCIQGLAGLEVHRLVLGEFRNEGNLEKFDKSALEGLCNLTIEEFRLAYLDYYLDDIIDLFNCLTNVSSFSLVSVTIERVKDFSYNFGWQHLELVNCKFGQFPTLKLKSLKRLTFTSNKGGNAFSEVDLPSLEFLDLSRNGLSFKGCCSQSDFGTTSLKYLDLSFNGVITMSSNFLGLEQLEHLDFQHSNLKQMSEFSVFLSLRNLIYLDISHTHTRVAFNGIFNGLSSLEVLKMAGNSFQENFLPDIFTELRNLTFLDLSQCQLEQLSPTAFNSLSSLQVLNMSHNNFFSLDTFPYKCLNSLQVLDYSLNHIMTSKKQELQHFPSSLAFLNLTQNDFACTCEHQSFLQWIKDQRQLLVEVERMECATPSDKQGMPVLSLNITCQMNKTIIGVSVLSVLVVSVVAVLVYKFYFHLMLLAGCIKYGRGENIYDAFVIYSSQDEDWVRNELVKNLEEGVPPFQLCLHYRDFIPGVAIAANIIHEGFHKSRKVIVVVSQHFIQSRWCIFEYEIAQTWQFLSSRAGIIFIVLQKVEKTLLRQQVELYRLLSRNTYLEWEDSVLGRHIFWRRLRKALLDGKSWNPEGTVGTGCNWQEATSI
Target sequence (Q99836 whole entry, looked up): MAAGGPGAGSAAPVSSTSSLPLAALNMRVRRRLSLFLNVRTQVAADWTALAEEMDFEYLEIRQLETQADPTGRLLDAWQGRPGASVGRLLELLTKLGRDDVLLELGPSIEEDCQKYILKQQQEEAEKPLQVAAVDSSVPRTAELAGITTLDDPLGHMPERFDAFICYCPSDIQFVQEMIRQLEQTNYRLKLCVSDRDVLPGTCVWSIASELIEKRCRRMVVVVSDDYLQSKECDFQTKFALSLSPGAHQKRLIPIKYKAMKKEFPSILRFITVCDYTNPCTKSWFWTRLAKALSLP
Efa HMGR inh: E. faecalis class II HMG-CoA reductase inhibition. inhibition, % at 10 µM. AID 1066. purified E. faecalis HMGR, NADPH absorbance 340 nm kinetic. actives 0.41% (n = 190,000);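 active = inhibition above a set limit, the median over all tested compounds plus 3 SD, cut at about 9.5% in these data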;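 note: enzyme runs in reverse so mevalonate oxidation gives rising NADPH absorbance; 0% = complete reaction with DMSO and 100% = background rate lacking mevalonate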
Hsp70 act: transcriptional activators of Hsp70 | AID 1203 | HeLa Hsp70 promoter luciferase reporter, luminescence; scaled: vehicle 0, proteasome-inhibitor control 100% | activation, % at 10 µM | actives 0.04% (n = 200,000);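 active = activation above the mean across all tested compounds plus 3 SD, cutoff set per campaign, cut at about 5.5% in these data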;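 note: 100% = MG132 at 30 µM as the positive control and 0% = DMSO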
DTT redox prof: compounds producing H2O2 with reducing agent – biochemical, NIH compound library profiling, artefact control for MLSCN library redox annotation, primary screen | DTT-dependent redox cycling H2O2, phenol red/HRP absorbance; 100% = 100 µM peroxide control, 0% = buffer | activation, % at 10 µM | actives 0.03% (n = 200,000);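 active = activation of at least 50% relative to the plate's high and low controls in the primary single-dose screen; inactive = activation below 50%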;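 note: compound incubated with DTT at 0.8 mM final as the reducing agent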
APP 5'UTR act: activates APP 5'UTR luciferase reporter; SH-SY5Y APP 5'UTR luciferase reporter, luminescence; zero percent = DMSO vehicle wells; activation, % at 2 µM; actives 1% (n = 190,000); AID 1276;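 active = activation above a set limit, based on mean plus 3 SD of controls, cut at about 140% in these data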; note: values of inactives mirror those of a sister screen read the other way
* = called active by the depositor; · = no result given.

SMILES | STAT1 activator | STAT1 blocker | STAT3 blocker | NF-kB neuron act | STAT3 act | TLR4-MyD88 BLA | Efa HMGR inh | Hsp70 act | DTT redox prof | APP 5'UTR act
CCN(CC)c1ccc(C(=O)OCC(=O)Nc2ccccc2-c2ccccc2)cc1 | 94.0 | 5.9 | 3.0 | 1.19 | 98.6 | -19.2 | -3.3 | -0.3 | 1.1 | 5.8
CCOC(=O)C(C)Sc1nnc(-c2ccccc2O)n1Cc1ccccc1 (configuration not stated) | 103.0 | -3.4 | 3.7 | 1.05 | 103.5 | 1.0 | 0.9 | -0.1 | 1.4 | 5.6
CN(C)C(CNC(=O)c1cccnc1Sc1ccccc1)c1ccco1 (configuration not stated) | 97.8 | 2.4 | -4.9 | 1.1 | 110.5 | 11.0 | -2.4 | 0.1 | -0.4 | 14.2
COc1ccc(N/C=C(\C#N)c2nc3ccccc3n2C)c(OC)c1 | 87.5 | 13.7 | 30.2 | 0.42 | 80.4 | -22.1 | -3.4 | -0.1 | 0.1 | 0.1
CC(=O)Nc1nc(N2C(=O)c3ccccc3C2=O)n(-c2ccccc2)n1 | 99.3 | 0.8 | -2.3 | 1.04 | 105.6 | 15.5 | 0.2 | -0.3 | 2.2 | 0.4
O=P(c1ccccc1)(c1ccccc1)C1CCCO1 (configuration not stated) | 104.0 | -4.4 | 1.4 | 0.98 | 103.6 | 1.9 | -0.3 | 0.6 | 0.1 | -11.1
COc1ccc(COC(=O)C2=C(C)NC(=O)NC2c2ccc(O)c(OC)c2)cc1 (configuration not stated) | 92.9 | 7.8 | 2.5 | 1.18 | 104.1 | 19.5 | -1.0 | -0.3 | -1.3 | 4.5
CCn1c(C2CC(=O)N(c3cc(C)cc(C)c3)C2)nc2ccccc21 (configuration not stated) | 96.8 | 0.6 | 0.9 | 0.88 | 98.6 | -3.5 | 4.1 | -0.4 | 0.0 | -17.2
COc1ccc(OC)c(S(=O)(=O)Nc2cccc(C(C)=O)c2)c1 | 99.6 | -1.4 | 1.1 | 1.08 | 100.9 | 2.9 | 1.8 | -0.2 | 0.1 | 8.9
Cc1ccc(SCc2[nH]nc3c2C2(CCSCC2)C(C#N)=C(N)O3)cc1 | 89.9 | 11.0 | 18.7 | 0.9 | 88.0 | -11.7 | -0.5 | -0.3 | 0.5 | 2.2
CC1=NN(c2ccccc2)C(=O)/C1=C/C=C/C=C/N(C)C | 98.2 | 0.8 | -6.1 | 0.8 | 106.0 | -1.9 | -5.7 | -0.1 | -2.0 | -31.8
CCOC(=O)N1CCN(c2c(-c3ccc(C(C)C)cc3)c(=O)c2=O)CC1 | 90.0 | 10.9 | 3.0 | 0.88 | 103.7 | 10.0 | -2.0 | -0.4 | -0.3 | 23.3

Reprinted from the part before: three entries, followed by the next part.
SMILES | STAT1 activator | STAT1 blocker | STAT3 blocker | NF-kB neuron act | STAT3 act | TLR4-MyD88 BLA | Efa HMGR inh | Hsp70 act | DTT redox prof | APP 5'UTR act
Cc1ccc(SCc2[nH]nc3c2C2(CCSCC2)C(C#N)=C(N)O3)cc1 | 89.9 | 11.0 | 18.7 | 0.9 | 88.0 | -11.7 | -0.5 | -0.3 | 0.5 | 2.2
CC1=NN(c2ccccc2)C(=O)/C1=C/C=C/C=C/N(C)C | 98.2 | 0.8 | -6.1 | 0.8 | 106.0 | -1.9 | -5.7 | -0.1 | -2.0 | -31.8
CCOC(=O)N1CCN(c2c(-c3ccc(C(C)C)cc3)c(=O)c2=O)CC1 | 90.0 | 10.9 | 3.0 | 0.88 | 103.7 | 10.0 | -2.0 | -0.4 | -0.3 | 23.3
Cc1nn(-c2ccccc2)c2c1C(c1ccco1)C(C#N)=C(N)O2 (configuration not stated) | 104.7 | -5.1 | -14.1 | 0.98 | 115.1 | -8.5 | -5.2 | 0.0 | 2.0 | -3.3
CC1=C(C(=O)OC2CCCCC2)C(c2cccnc2)n2nnnc2N1 (configuration not stated) | 98.8 | 1.3 | 4.1 | 1.07 | 99.7 | -6.0 | -6.3 | -0.5 | 0.2 | 4.2
O=C(Oc1ccc([N+](=O)[O-])cc1)c1cc(-c2ccccc2)nc2ccccc12 | 97.4 | 2.9 | -10.0 | 1.12 | 112.2 | -1.1 | -3.7 | -0.3 | -3.8 | -10.9
Cc1cccnc1NC(=O)C1CCCN(S(=O)(=O)c2ccc3c(c2)oc(=O)n3C)C1 (configuration not stated) | 100.6 | -0.7 | 3.8 | 1.14 | 100.9 | 0.9 | 0.2 | -0.3 | -3.2 | -6.1
O=C(Nc1ccc(Br)cc1F)c1sccc1-n1cccc1 | 95.6 | 4.8 | 6.7 | 0.97 | 97.3 | -13.9 | -2.6 | -0.3 | 2.4 | -0.2
CCOC(=O)C1=C(C)NC(=O)CC1c1cc2c(cc1[N+](=O)[O-])OCO2 (configuration not stated) | 99.1 | -1.1 | 17.0 | 1.32 | 92.0 | -19.2 | -3.5 | -0.2 | 0.1 | 3.9
CCS(=O)(=O)N1CCC(NC(=O)c2ccco2)CC1 | 92.2 | 8.5 | 18.2 | 1.36 | 86.3 | -0.3 | -2.1 | 0.4 | 2.5 | 4.3
COC(=O)C1CCN(CC(=O)Nc2ccccc2Sc2ccccc2)CC1 | 93.0 | 7.4 | 10.5 | 1.05 | 93.2 | -10.0 | 0.7 | -0.2 | -1.1 | 4.0
Cn1cccc1Cc1nnc(SCC(=O)N2CCCc3ccccc32)n1-c1ccc(F)cc1 | 106.7 | -6.2 | -10.1 | 0.64 | 108.4 | -0.5 | 1.8 | -0.1 | -2.2 | -10.7
O=C(CN1C(=O)NC2(CCCCCCC2)C1=O)NCc1ccc2c(c1)OCO2 | 92.6 | 8.0 | -5.6 | 1.23 | 104.9 | -5.9 | -5.3 | -0.3 | -0.1 | 10.3
O=C(ON=C1CCN(S(=O)(=O)c2ccccc2)CC1)c1cccc(Cl)c1 | 85.5 | 16.2 | 9.9 | 0.91 | 94.2 | 4.7 | -6.9 | -0.3 | 1.7 | 5.9
Cc1c(Cl)c([N+](=O)[O-])nn1CCCC(=O)NC1CCCCC1 | 105.7 | -7.4 | -3.8 | 1.31 | 106.2 | 3.3 | -1.6 | 0.8 | 0.1 | 21.8
O=C(Nc1cc2ccccc2oc1=O)C1CCCCC1 | 149.3* | -53.9 | 38.6 | 4.4* | 69.2 | 4.5 | -5.6 | -0.1 | 1.7 | 54.1
CCOc1cc(C(=O)Nc2cc(C)ccc2OC)ccc1OCC(=O)N1CCCCC1 | 96.7 | 3.7 | 23.5 | 0.87 | 80.4 | -20.2 | -2.8 | -0.2 | -1.1 | 9.7
CCOC(=O)C1CCCN(C(=O)C2CCN(S(=O)(=O)N3CCC4(CC3)OCCO4)CC2)C1 (configuration not stated) | 91.9 | 8.8 | 9.3 | 1.06 | 95.4 | -12.9 | -4.2 | -0.4 | -0.6 | -7.9
O=C(Cn1cnc2ccccc2c1=O)Nc1ccc(S(=O)(=O)N2CCOCC2)cc1 | 85.3 | 13.1 | 3.1 | 1.12 | 101.3 | 6.7 | 0.2 | 0.1 | 0.4 | 18.0
COc1ccc(N2CCN(CCCNC(=O)C3CCCN(S(=O)(=O)c4c(C)n[nH]c4C)C3)CC2)cc1 (configuration not stated) | 104.4 | -6.5 | -4.4 | 1.14 | 107.8 | 12.1 | -5.9 | 0.1 | 9.3 | -0.8
C=CCN(c1ccccc1)S(=O)(=O)c1cccc(C(=O)Nc2nnc(SCC)s2)c1 | 97.8 | 2.5 | 5.0 | 1.08 | 98.2 | 0.7 | -2.1 | -0.5 | -0.4 | -2.3
Cc1ccc(C)c(NC(=S)NCc2cccs2)c1 | 99.5 | 0.5 | -6.8 | 1.2 | 109.4 | -7.9 | 5.8 | 0.3 | 0.2 | -2.8
COc1cccc(N2CCN(C(=O)C3CCCN(S(=O)(=O)c4cnc[nH]4)C3)CC2)c1 (configuration not stated) | 99.4 | 0.7 | 11.6 | 1.03 | 94.5 | 9.4 | -4.6 | -0.5 | -0.9 | -12.4
CCN(CC(=O)NC1CCS(=O)(=O)C1)C(=O)COc1ccccc1-c1ccccc1 (configuration not stated) | 96.7 | 3.6 | 4.9 | 0.85 | 99.2 | 5.0 | 3.9 | -0.4 | 1.9 | 4.0
CCN(c1ccccc1)S(=O)(=O)c1ccc(OC)c(NC(=O)Cn2cnc3c2c(=O)n(C)c(=O)n3C)c1 | 99.5 | -1.3 | 9.4 | 0.82 | 100.9 | -5.3 | -6.9 | -0.4 | -0.9 | 3.4
CCN1CCN(C(=O)CCc2nc3ccccc3n2-c2ccccc2)CC1 | 105.5 | -6.2 | -4.5 | 0.95 | 103.7 | 3.9 | -2.3 | 0.0 | · | -5.2
O=C(CSc1nc2ccccc2s1)N/N=C/c1ccc(C(=O)O)cc1 | 90.7 | 8.6 | 2.7 | 1.27 | 98.8 | -3.7 | 0.3 | -0.4 | -0.4 | -13.6
Cc1ccccc1CC1(CO)CCCN(Cc2ccc(C#CC(C)(C)O)cc2)C1 (configuration not stated) | 104.3 | -4.7 | -6.9 | 1.1 | 111.4 | 9.7 | -2.0 | -0.2 | 0.9 | 8.8
C=CCN1C(=O)C(Cc2ccc(Br)cc2)S/C1=N\N=C\c1ccco1 (configuration not stated) | 92.9 | 7.9 | 0.4 | 0.95 | 103.6 | -4.2 | 0.3 | -0.1 | -3.0 | -11.9
CCCCCOc1ccc(C2C(C(C)=O)=C(C)Nc3ncnn32)cc1OC (configuration not stated) | 100.2 | -0.2 | 15.0 | 1.03 | 95.4 | -7.9 | -2.3 | -0.3 | 1.3 | -5.7
COc1ccc(CCN2C(=O)CC(Cc3ccc(Br)cc3)C2=O)cc1OC (configuration not stated) | 98.5 | 1.7 | 4.8 | 1.38 | 97.8 | -2.8 | 1.6 | -0.2 | -0.6 | -9.9
Nc1c(Cl)cc(Cl)cc1C(=O)OCC(=O)N1CCOCC1 | 101.7 | -1.9 | 9.0 | 1.24 | 96.3 | -5.2 | -4.6 | -0.2 | -0.1 | 16.0
CC1CCN(C(=O)C2(NC(=O)Nc3cccc(F)c3)CCCCC2)CC1 | 98.6 | 1.8 | -4.2 | 1.27 | 106.7 | 10.0 | -4.4 | -0.3 | -0.5 | -1.7
C=C1C(O)C[C@H]2C(=C)CCC3[C@H](OC(=O)[C@]3(O)CO)[C@@H]12 (some centres not stated) | 98.3 | 1.8 | 7.6 | 1.23 | 91.2 | -10.3 | -0.3 | -0.2 | 0.4 | -17.8
COc1ccc(S(=O)(=O)N2CCN(c3ccccn3)CC2)cc1OC | 98.9 | 1.2 | -11.4 | 0.88 | 109.6 | 1.4 | 3.6 | 0.2 | -3.2 | -8.7
COc1ccc(NC(=O)c2cc(-c3cc(C)ccc3O)n[nH]2)cc1Cl | 103.3 | -3.6 | 26.0 | 1.19 | 85.7 | -14.2 | -4.2 | -0.3 | 0.5 | -7.4
CC(C)Cc1nc(N2CCC(C(N)=O)CC2)c2nnn(Cc3ccccc3)c2n1 | 101.7 | -1.9 | 2.6 | 0.89 | 101.0 | 0.2 | -0.5 | -0.3 | 1.1 | -8.8
